Screens (PubChem)
Yfh1-off respiration: enhancers of respiration in Yfh1-depleted yeast, dose response, Friedreich's ataxia, plus single-dose screen (AID 1465) | one-dose fold induction at 50 µM; EC50 in µM for titrated hits | S. cerevisiae Yfh1-off respiration, WST-1 reduction, 72 h; higher fold induction means a stronger effect | 0.074% of 220,000 active;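 active means fold induction of absorbance versus untreated yeast above a set limit, then at least 30% activation at any dose in follow-up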;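 further: activators that raise dye reduction in frataxin-depleted yeast; strong numbers were not always called active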
WT yeast gro inh: growth inhibition of WT strain, primary screen, mitochondrial fusion inhibitor project, WT and mutant strains, chemical genetic; mitochondrial fusion phenotypic screen; inhibition, % at 10 µM; 2.1% of 190,000 active; AID 1362, 2008; in the data active means inhibition above about 58%; tested in S. cerevisiae
Dynein transport: inhibitors of GR-EGFP nuclear translocation, primary screen, dynein cargo transport inhibitor project, imaging, high-content, 3617.4 mouse cells; z-score, hits read low; 0.47% of 220,000 active; test concentration mostly 20 µM; stimulated with dexamethasone, 1 µM; active compounds read low;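 active means plate z-score of nuclear minus cytoplasmic receptor signal below a set negative limit, without overly bright fluorescence or cell loss, cut at about -3.5 in these data, passing the limit was not always enough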;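 further: z-score of nuclear minus cytoplasmic ring GR-EGFP intensity difference per well; some compounds called inactive have numbers as strong as hits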
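Buffer or medium: Induction medium lacking tetracycline, stripped serum | Also added: Dexamethasone agonist, 1.0 µM final, for 30 min | Timing: 48 h induction, 1 h compound, 30 min dex at 37 °C | Detection: Formaldehyde fixation, Hoechst nuclear stain, 10x automated fluorescence imaging | Measure: Nuclear versus cytoplasmic GR-EGFP signal, averaged per well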
MT stabilize HCS: microtubule stabilizers in HeLa cells, primary screen, imaging, high-content imaging | HeLa tubulin immunostaining HCS, 24 h; share of cells brighter than vehicle mean+2SD | % tubulin-high responders, % at 10 µM | 0.83% of 200,000 active | AID 2205, 2009;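 active means plate Z-score above 3 for both tubulin-high and condensed-nucleus cell shares, with cell loss under 80%, at 10 µM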;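 further: anti alpha tubulin signal scored within the nucleus-defined area of each cell; some results filed as inactive read as strong as hits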
Autophagy HCS: autophagy modulators in MEF cells, primary screen, imaging, high-content, MEF GFP-LC3. MEF GFP-LC3 puncta imaging; test concentration mostly 10 µM. calls only at 10 µM (by protocol). 0.98% of 190,000 active;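 active means percentage of spot-positive cells more than 3 SD above its plate mean, without a fluorescence outlier flag or 80% toxicity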;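 further: spot-positive cell cutoff set from DMSO-treated cells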
Ins promoter up: insulin promoter activators in MIN6 cells, imaging, high-content screening, mouse beta cells; MIN6 insulin promoter-GFP reporter; active compounds read high; z-score at 5 µM; 0.3% of 190,000 active; AID 1625, 2009;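 active means z-score above 3 at 5 µM with at least 500 cells counted in the well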
AID2073: inhibitors of Mint1-CaV2.2 protein interaction, biochemical, HTRF (AID 2073) | Voltage-dependent N-type calcium channel subunit alpha-1B (Homo sapiens) | HTRF protein-protein interaction, Mint1-CaV2.2; higher % means a stronger effect | one-dose inhibition, % at 20 µM; IC50 in µM for titrated hits | 0.19% of 290,000 active; in the data active means inhibition mostly above about 51%, no sharp cut-off; further: some results filed as inactive read as strong as hits
HIV fusion peptide: inhibitors of HIV fusion peptide binding, primary screen, biochemical, uHTS, fluorescence dequenching (AID 1986). cell-free peptide binding, fluorescence dequenching, 30 min; higher % means a stronger effect. inhibition, % at 20 µM; hits with a dose series show IC50 in µM. 0.3% of 290,000 active; in the data active means inhibition mostly above about 52%, no sharp cut-off; inactive means mostly below about 76%; further: some results filed as inactive read as strong as hits
b-catenin transl: modulators of beta-catenin nuclear translocation, primary screen, imaging, HeLa cells, immunofluorescence, high-content. 0.3% of 190,000 active. nuclear translocation activity, % at 5 µM;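 active means nuclear translocation activity above 50% at 5 µM, with a well cell count of 50 or more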;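 further: per-cell ratio of nuclear to cytoplasmic median beta-catenin stain intensity; plate controls were DMSO negative control for no effect and GSK-3 inhibitor IX positive control for full effect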
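Test system: human HeLa cells, endogenous beta-catenin. Times: 24 h compound exposure, 37°C. Measured by: beta-catenin immunofluorescence imaging with DAPI.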
WT yeast gro inh mutant strain: also measured in WT yeast gro inh; calls as there; inhibition, %; mitochondrial fusion phenotypic screen, mutant strain inhibition
Dynein transport cytoplasmic EGFP: further read-out of Dynein transport, marked with its call; z-score; measured here: cytoplasmic GR-EGFP intensity; active compounds read high
Dynein transport nuclear GR-EGFP: also measured in Dynein transport; calls as there; z-score; measured here: nuclear GR-EGFP intensity;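 lower value marks the stronger effect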
Dynein transport cell count: second read-out of Dynein transport, no call of its own (marks repeat the call); z-score; measured here: cell count per field
Ins promoter up cell count: recorded beside Ins promoter up, whose call it bears; cell count; measured here: cytotoxicity, nuclei count;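 total cells summed across four imaged fields per well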
b-catenin transl cell count 5 µM: further read-out of b-catenin transl, marked with its call; cell count; measured here: cell count, cytotoxicity flag
MT stabilize HCS Hoechst-high %: recorded beside MT stabilize HCS, whose call it bears; % Hoechst-high responders; measured here: nuclear condensation Hoechst responders;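 share of cells brighter than vehicle mean plus two SD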
MT stabilize HCS cytotoxicity %: also measured in MT stabilize HCS; calls as there; toxicity, %; measured here: cytotoxicity by cell density;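 0% = mean cell density of plate MIN control wells and 100% = no cells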
Autophagy HCS cell loss 18 h: recorded beside Autophagy HCS, whose call it bears; toxicity, %; measured here: cell loss, nuclei count;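 cell loss after 18 h compound exposure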
* marks the source's active call; other numbers are inactive results; i = inactive; . = no result given; + = active, no number; & = joins results of further samples.

Order of values: Yfh1-off respiration, WT yeast gro inh, WT yeast gro inh mutant strain, Dynein transport, Dynein transport cytoplasmic EGFP, Dynein transport nuclear GR-EGFP, Dynein transport cell count, MT stabilize HCS, MT stabilize HCS Hoechst-high %, MT stabilize HCS cytotoxicity %, Autophagy HCS, Autophagy HCS cell loss 18 h, Ins promoter up, Ins promoter up cell count, AID2073, HIV fusion peptide, b-catenin transl, b-catenin transl cell count 5 µM
- CC(C)C(=O)Nc1ccccc1N1CCN(C(=O)c2ccccc2)CC1
  i, -21, -3, -0.41, -0.26, -0.91, 1.8, 2.8, 1.2, 4.3, i, 1, -0.28, 1231, -4%, -3.5%, -1.6, 1172
- CCN(CC)c1ccc(CNc2nc3ccccc3n2CCN2CCCCC2)cc1
  i, 56, 43, 2.1, -0.15, 1.3, -1.3, 3.4, 1.8, 1.0, i, 27, -2.4, 957, -1%, 0.6%, -0.7, 1012
- O=C1CC(c2ccco2)CC(O)=C1C=Nc1ccc(Br)cc1 (stereo not drawn)
  i, -1, 5, -0.39, -0.14, -0.096, 1.1, 1.3, 1.6, 8.0, i, -6, 1.4, 903, 12%, 3.7%, -1.0, 1181
- NC(=O)N/N=C/c1cn(CC(=O)Nc2ccc(F)cc2)c2ccccc12
  i, ., ., -0.39, -0.19, 0.23, 0.67, ., ., ., ., ., ., ., -8%, 0.4%, -0.8, 1346
- Clc1ccc(/C=N/Nc2nnc(Cl)c3ccccc23)cc1
  i, 1, 15, 0.31, -0.29, -0.19, 0.83, 0.7, 4.7, 2.9, +, 26*, ., ., 0%, -1.1%, ., .
- O=S(=O)(NCCN1CCOCC1)c1ccc2c(c1)OCCO2
  i, -5, 9, -0.65, -0.3, 0.036, -0.23, 1.7, 1.9, 4.8, i, 2, -0.3, 1259, 12%, -0.1%, -0.4, 1097
- COc1ccc(CN(C)CC(=O)c2c(N)n(Cc3ccccc3)c(=O)n(C)c2=O)c(OC)c1
  i, 1, 4, 0.25, -0.17, 0.31, 1.3, 4.4, 0.9, 7.5, i, 3, -0.43, 1539, -15%, 0.8%, -0.5, 1001
- O=C1C=C(c2ccccc2)OC(=O)C1C(=O)c1ccccc1 (stereo not drawn)
  i, -27, 3, -0.5&-0.21, -0.25&-0.24, -0.28&-0.082, 0.82&0.27, 4.4, 1.9, 4.0, i, -6, -0.02&0.43, 1467&1138, 0%&12%, -0.2%&5.2%, -0.6&0.0, 1154&1158
- O=C(CSc1nnnn1Cc1ccccc1)NC1CCCCC1
  i, -2, 5, -0.74, -0.26, 0.2, 1.5, 7.4, 1.4, 9.9, i, 16, 0, 1560, 6%, -0.4%, -6.4, 1116
- OC(CNCc1ccco1)COc1ccccc1 (stereo not drawn)
  i, 16, 6, -0.15, -0.23, 0.17, 0.23, 2.9, 3.7, 6.1, i, -3, -0.05, 1201, 19%, 26%, -5.8, 1022
- O=C(Nc1cc2ccccc2oc1=O)c1ccccc1
  i, 14, 13, 0.14, -0.24, 0.086, -1.2, 3.2, 2.5, 5.6, i, 1, 0.18, 1100, 8%, 1.2%, 5.7, 907
- CSC1=NC2(CCCCC2)C2=C(CCCC2)N1
  i, -15, 2, -0.35, -0.3, 0.47, 0.46, 2.5, 2.9, 5.5, i, -11, -1.4, 1319, -6%, 0.6%, -8.3, 1036
- CC(C)n1c(SCC(=O)N2CCCC2)nc2c1c(=O)n(C)c(=O)n2C
  i, -3, 11, -0.25, -0.22, 0.12, 0.38, 2.3, 1.8, 4.1, i, -8, -0.69, 1417, -1%, -0.2%, -4.9, 994
- COc1ccc(C(=O)Nc2ccccc2-c2nnn(CC(=O)Nc3ccc4c(c3)OCCO4)n2)cc1
  i, -22, 9, -0.52, -0.2, -0.44, 0.56, 6.0, 2.6, 1.1, i, -26, 0.29, 1884, 25%, -1.4%, 0.7, 1067
- Cc1nc2ccc(S(=O)(=O)NCC(=O)N3CCOCC3)cc2s1
  i, -7, -17, -0.24, -0.15, 0.33, -0.19, 3.4, 2.3, 13, i, 0, 0.37, 1296, -4%, 1.0%, 0.4, 908
- COc1ccc(S(=O)(=O)N2CCc3ccccc32)cc1C(=O)NCCc1ccccn1
  i, -15, -5, -0.42, -0.25, -0.11, 0.5, 3.5, 2.5, 4.4, i, 7, 0.51, 1286, 2%, -1.1%, -4.0, 953
- CNCCOc1nc(N2CCOCC2)nc(C)c1[N+](=O)[O-]
  i, -7, 1, -1.2, -0.13, -0.37, 1.2, 5.6, 3.1, 2.1, i, 7, -0.1, 2299, -2%, 3.0%, -0.5, 848
- CCCC/C(O)=N\S(=O)(=O)c1ccc(N=NN(C)C)cc1
  i, 8, 19, 0.46, -0.26, 0.16, -0.55, 2.6, 2.1, 8.6, i, -1, ., ., 0%, -0.4%, 2.5, 1052
- CCC(CC)NC(=O)COC(=O)c1cc(SC)ccc1Cl
  i, -6, 8, -0.41, -0.36, -0.49, 0.76, 6.1, 1.8, 4.6, i, 3, 0.69, 1206, 11%, 0.4%, 0.1, 1088
- CN(Cc1cccs1)C(=O)COC(=O)CNC(N)=O
  i, -3, 3, -1, -0.19, -0.55, 0.95, 3.4, 3.1, 7.4, i, 11, -0.4, 1347, 2%, -1.3%, 1.8, 1021
- CCOC(=O)c1cn2nc(N3CCCC3)ccc2n1
  i, ., ., 0.92, -0.057, 0.99, -1.7, ., ., ., ., ., 0.17, 1138, 8%, -0.5%, -1.3, 1434
- Cc1cc(NC(=O)CSc2nc(C(C)C)nc3ccccc23)no1
  i, -12, -7, 1, 0.21, 0.93, -1.5, 6.3, 2.9, 6.6, i, 10, -0.71, 1694, 7%, -0.7%, 8.6, 994
- CCc1ccc(C(=O)NNc2ccc(C)c(Cl)c2)cc1
  i, ., ., 2.2, -0.075, 0.91, -0.81, ., ., ., ., ., -1.1, 1406, -12%, -4.2%, 4.8, 1344
- O=C(c1ccccc1)c1ccc(Oc2ncccn2)cc1
  i, -15, -4, -0.0082, -0.2, -0.11, -0.047, 2.4, 2.8, 8.6, i, -4, 2.6, 1424, -2%, -0.9%, -1.3, 840
- COC(=O)C1CCN(CC(=O)NC(=O)NC2CCCCC2)CC1
  i, 3, -27, -0.28, -0.16, -0.052, 0.046, 4.4, 1.9, 6.0, i, 16, 1.2, 1246, 0%, -2.1%, 0.2, 903
- COC(=O)C(Cc1ccccc1)NC(=O)c1cc(S(=O)(=O)N(C)C)ccc1Cl (stereo not drawn)
  i, -21, 1, -0.61, -0.32, -0.28, 0.51, 6.1, 1.1, 4.3, i, 1, 0.51, 1383, -5%, 0.8%, -3.3, 1184

6 entries drawn at random from the list so far:
Order of values: Yfh1-off respiration, WT yeast gro inh, WT yeast gro inh mutant strain, Dynein transport, Dynein transport cytoplasmic EGFP, Dynein transport nuclear GR-EGFP, Dynein transport cell count, MT stabilize HCS, MT stabilize HCS Hoechst-high %, MT stabilize HCS cytotoxicity %, Autophagy HCS, Autophagy HCS cell loss 18 h, Ins promoter up, Ins promoter up cell count, AID2073, HIV fusion peptide, b-catenin transl, b-catenin transl cell count 5 µM
- COC(=O)C(Cc1ccccc1)NC(=O)c1cc(S(=O)(=O)N(C)C)ccc1Cl (stereo not drawn)
  i, -21, 1, -0.61, -0.32, -0.28, 0.51, 6.1, 1.1, 4.3, i, 1, 0.51, 1383, -5%, 0.8%, -3.3, 1184
- CCc1ccc(C(=O)NNc2ccc(C)c(Cl)c2)cc1
  i, ., ., 2.2, -0.075, 0.91, -0.81, ., ., ., ., ., -1.1, 1406, -12%, -4.2%, 4.8, 1344
- CCOC(=O)c1cn2nc(N3CCCC3)ccc2n1
  i, ., ., 0.92, -0.057, 0.99, -1.7, ., ., ., ., ., 0.17, 1138, 8%, -0.5%, -1.3, 1434
- Cc1cc(NC(=O)CSc2nc(C(C)C)nc3ccccc23)no1
  i, -12, -7, 1, 0.21, 0.93, -1.5, 6.3, 2.9, 6.6, i, 10, -0.71, 1694, 7%, -0.7%, 8.6, 994
- O=C(c1ccccc1)c1ccc(Oc2ncccn2)cc1
  i, -15, -4, -0.0082, -0.2, -0.11, -0.047, 2.4, 2.8, 8.6, i, -4, 2.6, 1424, -2%, -0.9%, -1.3, 840
- COC(=O)C1CCN(CC(=O)NC(=O)NC2CCCCC2)CC1
  i, 3, -27, -0.28, -0.16, -0.052, 0.046, 4.4, 1.9, 6.0, i, 16, 1.2, 1246, 0%, -2.1%, 0.2, 903
